High-throughput results as filed in PubChem.
Rad51 HR inh: Rad51 (human) homologous recombination inhibition | Q06609 | hRad51 DNA strand exchange, fluorescence dequenching | inhibition, % at 10 µM | 200,000 tested, 0.085% active;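 active = inhibition above 40% at the single screening dose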;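 also: 0% = DMSO control wells and 100% = blanks with heterologous ssDNA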
Target sequence (Q06609 whole entry, looked up): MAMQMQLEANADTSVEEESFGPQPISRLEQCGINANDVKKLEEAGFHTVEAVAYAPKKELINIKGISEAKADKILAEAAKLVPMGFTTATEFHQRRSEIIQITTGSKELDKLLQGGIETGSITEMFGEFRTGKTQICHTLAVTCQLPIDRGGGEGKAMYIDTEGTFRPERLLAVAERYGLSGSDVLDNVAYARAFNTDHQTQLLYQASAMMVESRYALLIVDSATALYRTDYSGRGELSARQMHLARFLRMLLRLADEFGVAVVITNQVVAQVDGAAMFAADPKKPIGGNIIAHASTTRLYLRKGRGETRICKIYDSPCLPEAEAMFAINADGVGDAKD
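material = hRad51 filaments on single-stranded DNA | reagent = Donor/quencher-labelled 47-bp dsDNA substrate | compound = 10 µM final, single point | schedule = strand-exchange reaction 15 min at room temperature | measured by = fluorescein emission 520 nm, excitation 485 nm | read-out basis = % inhibition versus plate control and blank means | benchmarks = plate controls and plate blanks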
eIF4E 4G PPI: blocks eIF4E binding to eIF4G; P63073+Q04637; TR-FRET eIF4E-eIF4GI(517-606) binding, 2 h; inhibition, % at 21.7 µM; 220,000 tested, 0.37% active; AID 782;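 active = inhibition above about 30%, limit read from the data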;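 also: 0% = full FRET control wells and 100% = background wells lacking eIF4GI fragment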
Wee1 stabilizer: human Wee1 degradation inhibition, primary screen; reporter increase, % at 5 µM; HeLa Luc-Wee1K328M stability, luciferase luminescence; 100% = proteasome inhibitor MG132 effect; 220,000 tested, 1.2% active; P30291;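 active = activation above the mean of all tested compounds plus 3 SD, set per screening run, cut at about 8.8% in these data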;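 also: cells exposed to compound for 20 h before luminescence read; 0% = DMSO alone and 100% = MG132 at 30 µM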
Target sequence (P30291 whole entry K328M): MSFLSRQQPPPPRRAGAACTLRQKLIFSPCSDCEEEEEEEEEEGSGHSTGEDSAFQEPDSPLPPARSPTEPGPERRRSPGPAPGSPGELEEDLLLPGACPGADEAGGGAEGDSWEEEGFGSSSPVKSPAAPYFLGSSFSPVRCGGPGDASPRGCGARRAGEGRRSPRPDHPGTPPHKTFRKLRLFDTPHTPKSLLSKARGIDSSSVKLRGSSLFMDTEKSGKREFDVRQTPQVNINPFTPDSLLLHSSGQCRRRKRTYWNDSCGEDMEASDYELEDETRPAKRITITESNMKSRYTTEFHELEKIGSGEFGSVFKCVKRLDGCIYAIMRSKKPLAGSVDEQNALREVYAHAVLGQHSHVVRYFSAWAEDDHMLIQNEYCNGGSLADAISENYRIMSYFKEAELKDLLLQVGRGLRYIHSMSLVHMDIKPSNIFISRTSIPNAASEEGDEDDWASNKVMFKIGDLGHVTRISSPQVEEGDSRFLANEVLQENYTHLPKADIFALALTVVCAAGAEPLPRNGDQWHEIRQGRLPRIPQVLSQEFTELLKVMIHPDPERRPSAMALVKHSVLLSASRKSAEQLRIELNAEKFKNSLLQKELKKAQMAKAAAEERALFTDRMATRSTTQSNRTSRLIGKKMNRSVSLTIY
Mdm2 ligase inh: inhibitors of human Mdm2 E3 ubiquitin ligase; Q00987; 210,000 tested, 0.11% active; cell-based MDM2 ubiquitination luciferase reporter, 2 h; 0 = plate control, 100 = twice control, blank-subtracted; AID 1230; signal enhancement, % at 5 µM;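 active = signal enhancement of 30% or more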;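 also: luminescence tracks abundance of the self-degrading MDM2-luciferase fusion protein; higher signal means inhibition of MDM2 E3 ligase activity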
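System: stable MDM2–luciferase fusion reporter cells / Input: 2000 cells seeded into each well / Schedule: 4 h settle plus 2 h compound, 37 °C / Compound: single-point 5 µM / Buffer or medium: cells held in DMEM / Benchmarks: control and blank well means / Evaluation: percent signal gain over controls, blank-subtracted / Measured by: luciferase luminescence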
KLK5 inh: inhibitors of human kallikrein 5. Q9Y337. recombinant hK5, fluorogenic AMC substrate cleavage. inhibition, % at 5 µM. 210,000 tested, 0.59% active. AID 873;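 active = inhibition of 40% or more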;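 also: 0% = enzyme controls without compound and 100% = no-enzyme blanks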
14-3-3 Bad PPI: disrupts binding of bovine 14-3-3 zeta to phospho-Bad peptide; 220,000 tested, 0.71% active; P63103; AID 781; inhibition, % at 21.7 µM; TR-FRET 14-3-3zeta/Dy647-pBad peptide displacement, 1 h;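 active = inhibition above about 70%, limit read from the data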;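 also: 0% = full 14-3-3 plus peptide FRET controls and 100% = background without 14-3-3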
FXIa inh 1536: factor XIa (human) inhibition. P03951. inhibition, % at 5 µM. AID 798. 220,000 tested, 0.14% active. purified FXIa, Boc-Glu-Ala-Arg-AMC fluorogenic substrate;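 active = inhibition of at least 40%; inactive = inhibition below 40%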;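 also: fluorescence of freed AMC excited at 355 nm; 0% = enzyme without compound and 100% = no enzyme blank; many of its hits are not listed in these tables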
FXIIa inh: blocks human coagulation factor XIIa protease activity | AID 800 | purified FXIIa, Boc-QGR-AMC fluorogenic substrate, 2 h | inhibition, % at 5 µM | P00748 | 220,000 tested, 0.3% active; in the data active = inhibition above about 40%;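 also: 0% = enzyme with no compound and 100% = blank without enzyme; many of its hits are not listed in these tables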
p97 inhibitor: blocks human p97 ATPase activity. P55072. recombinant p97 ATPase, Kinase-Glo ATP luminescence, 3 h. inhibition, % at 8 µM. 220,000 tested, 0.42% active. AID 1481; in the data active = inhibition above about 15%;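 also: 0% = DMSO vehicle and 100% = wells lacking enzyme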
Active calls of the source: *; / = not tested or not shown; [ ] = remark or other dose. The order is random. About 3.5% of those tested had a hit in this group.

SMILES	FXIa inh 1536	Mdm2 ligase inh	eIF4E 4G PPI	Wee1 stabilizer	14-3-3 Bad PPI	Rad51 HR inh	KLK5 inh	p97 inhibitor	FXIIa inh
CN1c2ccccc2C(O)=C(C(=S)Nc2ccccc2)S1(=O)=O	-8	-11	1	-2	55	-2	-25	0	1
N=C(N)c1ccc(/C=C/c2ccc(C(=N)N)cc2O)cc1	5	2	9	6	1	-5	3	5	7
Cc1cc(C)c2sc(NC(=O)CN3C(=O)CCC3=O)nc2c1	2	-8	-2	-3	0	/	3	4	12
CC(=O)Nc1ccc(N(C(=O)CNC(=O)c2ccco2)C(C(=O)NCc2ccco2)c2ccccc2F)cc1 (configuration not stated)	4	-13	-2	5	-2	7	8	0	11
COc1c(Br)cc([N+](=O)[O-])c(OC)c1C(=O)NC(=O)Nc1c(Cl)cccc1Cl	11	-8	3	-2	-3	17	5	0	12
O=c1c2ccccc2c(C=Nc2cccc(S(=O)(=O)NC3=NCCCCC3)c2)c(O)n1Cc1ccccc1	11	-23	2	0	6	18	7	7	9
CCOC(=O)C1CCCN(c2c(NCCN(CC)c3ccccc3)c(=O)c2=O)C1 (configuration not stated)	2	-8	-6	-2	-2	0	-24	-10	13
Cc1ccc(Nc2ncccc2C(=O)O)cc1C	5	-15	5	-1	4	-11	-13	-1	14
CCN(CC)CCNc1nc2cc(OC)c(OC)cc2c2nc(-c3ccccc3)nn12	4	-81	-1	0	-4[fluorescence artefact?]	16	-7	-2	14
Cc1cc(/C=N/NC(=O)C(O)(c2ccccc2)c2ccccc2)c(C)n1-c1cccc(C(=O)O)c1	1	-7	14	5	15	-7	-4	-12	12
Cc1cccc(NC(=S)Nc2ccc(N3CCOCC3)cc2)c1C	-8	-23	-1	0	2	-2	6	-3	-6
CCOC(=O)c1c(NC(=O)C2CCN(S(=O)(=O)c3cccs3)CC2)sc(C)c1C	1	-8	-10	-1	-9[fluorescence artefact?]	14	4	1	25
CCCOc1ccc(C(=O)CCN2CCN(C(=O)OCC)CC2)cc1	-10	-1	0	17*	0	27	-23	-2	-2
COc1ccc(NC(=O)Cn2nnc(-c3ccccc3NC(=O)c3ccco3)n2)cc1	10	2	-23	4	59[fluorescence artefact?]	-15	-14	2	21
CN(c1ccccc1C(=O)NCC1CCCO1)S(C)(=O)=O (configuration not stated)	-5	-12	0[fluorescence artefact?]	1	-9[fluorescence artefact?]	11	-37	-4	-11

4 consecutive entries out of the list so far, quoted:
SMILES	FXIa inh 1536	Mdm2 ligase inh	eIF4E 4G PPI	Wee1 stabilizer	14-3-3 Bad PPI	Rad51 HR inh	KLK5 inh	p97 inhibitor	FXIIa inh
CN1c2ccccc2C(O)=C(C(=S)Nc2ccccc2)S1(=O)=O	-8	-11	1	-2	55	-2	-25	0	1
N=C(N)c1ccc(/C=C/c2ccc(C(=N)N)cc2O)cc1	5	2	9	6	1	-5	3	5	7
Cc1cc(C)c2sc(NC(=O)CN3C(=O)CCC3=O)nc2c1	2	-8	-2	-3	0	/	3	4	12
CC(=O)Nc1ccc(N(C(=O)CNC(=O)c2ccco2)C(C(=O)NCc2ccco2)c2ccccc2F)cc1 (configuration not stated)	4	-13	-2	5	-2	7	8	0	11

4 compounds out of the list, ordered by length of the SMILES, ascending.
SMILES	FXIa inh 1536	Mdm2 ligase inh	eIF4E 4G PPI	Wee1 stabilizer	14-3-3 Bad PPI	Rad51 HR inh	KLK5 inh	p97 inhibitor	FXIIa inh
Cc1cccc(NC(=S)Nc2ccc(N3CCOCC3)cc2)c1C	-8	-23	-1	0	2	-2	6	-3	-6
N=C(N)c1ccc(/C=C/c2ccc(C(=N)N)cc2O)cc1	5	2	9	6	1	-5	3	5	7
COc1ccc(NC(=O)Cn2nnc(-c3ccccc3NC(=O)c3ccco3)n2)cc1	10	2	-23	4	59[fluorescence artefact?]	-15	-14	2	21
O=c1c2ccccc2c(C=Nc2cccc(S(=O)(=O)NC3=NCCCCC3)c2)c(O)n1Cc1ccccc1	11	-23	2	0	6	18	7	7	9

The list continues:
SMILES	FXIa inh 1536	Mdm2 ligase inh	eIF4E 4G PPI	Wee1 stabilizer	14-3-3 Bad PPI	Rad51 HR inh	KLK5 inh	p97 inhibitor	FXIIa inh
O=C(NC1CC1)C1CCN(Cc2cnn(-c3ccccc3)c2-n2cccc2)CC1	1	-8	-7[fluorescence artefact?]	1	9[fluorescence artefact?]	5	-8	1	13
Cc1cc(C)cc(OCc2nc(-c3cccnc3)no2)c1	-1	-15	0	4	-12	8	1	-2	5
Cc1cc(/C=N/N2CCN(C)CC2)c(C)n1-c1ccc(Cl)cc1	0	-6	3	-3	3	-4	-2	-2	8
CCCCSc1nc2c(c(=O)n1CC)SC(C)C2 (configuration not stated)	-2	-8	-7	-1	-5	5	-8	-1	7
COc1ccccc1[C@@H]1C(c2cccc(Cl)c2)=NN(c2ccc(Br)cc2)[C@H]1C(=O)N1CCOC1=O	-22	/	7	0	4	11	-30	-3	-34
Clc1ccc2c(c1)C(C1=NCCN1)c1ccccc1CS2 (configuration not stated)	-3	-4	-6	-4	7	-13	-6	-5	2
COc1ccc(COC(=O)Nc2cc3c(C(F)(F)F)nn(C)c3s2)cc1	-6	-2	-8	1	-6	-1	-4	0	7
Cc1cc(F)ccc1S(=O)(=O)Nc1ncnc2scc(-c3ccc(F)cc3)c12	-1	-15	2	1	3	1	-16	-2	-2
O=C(NCN1C(=O)C2C3C=CC(C3)C2C1=O)Nc1ccccn1 (configuration not stated)	5	6	4	3	-5	0	4	5	7
COc1cc(C(=O)Oc2ccccc2N)cc(OC)c1OC	-2	-15	7	0	-4	-5	1	1	-1
Cc1c(NS(=O)(=O)c2ccc(N3CCN(C)CC3)c([N+](=O)[O-])c2)c(=O)n(-c2ccccc2)n1C	-1	-1	8	-1	-6	-30	-9	5	4
CC1CC(C)CN(C(=O)CSc2nnc(-c3ccc(Cl)s3)o2)C1 (configuration not stated)	2	-9	6	4	3	-5	-23	-2	8
O=[N+]([O-])c1ccc2nc(SCc3cn4cc(Cl)ccc4n3)[nH]c2c1	4	-6	4	1	12	10	-60	-2	17
FC(F)(F)c1nc(N2CCN(c3ccccc3)CC2)nc2c1CCCCC2	-3	-11	-4	-2	-12	4	-1	4	12
Cc1ccc(NC(=O)CSc2ncc3ccccn23)cc1C	2	-6	-4	-2	-5	8	-1	4	-1

Copied from the list:
Entry of CC1CC(C)CN(C(=O)CSc2nnc(-c3ccc(Cl)s3)o2)C1 (configuration not stated) in p97 inhibitor: -2
Entry of O=C(NCN1C(=O)C2C3C=CC(C3)C2C1=O)Nc1ccccn1 (configuration not stated) in FXIIa inh: 7
Entry of COc1ccccc1[C@@H]1C(c2cccc(Cl)c2)=NN(c2ccc(Br)cc2)[C@H]1C(=O)N1CCOC1=O in FXIa inh 1536: -22
Entry of COc1ccc(COC(=O)Nc2cc3c(C(F)(F)F)nn(C)c3s2)cc1 in Wee1 stabilizer: 1
Entry of FC(F)(F)c1nc(N2CCN(c3ccccc3)CC2)nc2c1CCCCC2 in Rad51 HR inh: 4
Entry of Cc1c(NS(=O)(=O)c2ccc(N3CCN(C)CC3)c([N+](=O)[O-])c2)c(=O)n(-c2ccccc2)n1C in KLK5 inh: -9

Following part:
SMILES	FXIa inh 1536	Mdm2 ligase inh	eIF4E 4G PPI	Wee1 stabilizer	14-3-3 Bad PPI	Rad51 HR inh	KLK5 inh	p97 inhibitor	FXIIa inh
Cc1csc(NC(=O)Cc2ccccc2[N+](=O)[O-])n1	7	4	2	3	-19	-3	-15	4	15
Cn1cc(Br)c(-c2cccc(N3C(=O)CCCC3=O)c2)n1	-4	-1	3	-2	-3	-13	-1	-2	-1
CC(=O)c1cnc2cc(-c3ccc(Cl)cc3)nn2c1C	4	2	-11	5	2	-1	-12	-3	11
CCOC(=O)c1ccc(CSc2ncn[nH]2)o1	-8	-8	5	1	-6	2	-17	1	-1
CSCC[C@H](NC(=O)CCn1nnc2ccccc2c1=O)C(=O)O	11	-3	3	1	-4	-2	-12	0	16
CCOC(=O)C1CCN(C(=O)c2sccc2Cl)CC1	1	5	4	-2	-2	23	-4	13	2
N#Cc1ccccc1Cn1c(=O)n(-c2ccc(CC(=O)NCc3ccco3)cc2)c(=O)c2sccc21	7	-2	3	-2	10	-2	0	6	16
Cc1nn(C(C)C(=O)NCc2ccccc2)c(C)c1[N+](=O)[O-] (configuration not stated)	3	-13	4	-3	5	-6	-2	2	20
O=C(CSc1ccccc1)Nc1ccc(N2CCN(c3ccccc3)CC2)c(F)c1	1	-20	-6	2	-5	-10	1	7	6
Cc1ccc(C)n1NC(=O)c1ccc(O)cc1	-24	-3	-2[fluorescence artefact?]	0	9	9	0	2	6
CN(C)c1ccc(C(=O)OCC(=O)c2cccs2)cc1	0	-24	0[fluorescence artefact?]	9.0*	0	/	-12	1	6
CCOC(=O)N1CCN(C(=O)CSCC(=O)Nc2nc(-c3ccccc3)cs2)CC1	11	/	6	-2	-11	-6	-2	-7	19
CCCCN(C(=O)COc1ccc(NC(C)=O)cc1)C1CCS(=O)(=O)C1 (configuration not stated)	-1	-2	6	1	-8	4	2	5	11
O=C(CCCCCn1c(=S)[nH]c2ccc(N3CCOCC3)cc2c1=O)NCc1ccccc1Cl	-6	-15	2	-2	4	3	-3	0	7
O=c1c(Cc2ccccc2)c(O)c2cccc3c4c(n1c23)CCCC4	1	-5	2	-4	6	13	2	10	5
COc1ccc(-c2cc3ccccc3n2CC(O)CN2CCC(C)CC2)cc1 (configuration not stated)	0	-7	3	1	28	-18	2	6	4
COc1ccc(C2CC(c3cccs3)=NN2C(=O)c2ccc(Br)o2)cc1 (configuration not stated)	0	-6	1[fluorescence artefact?]	-1	-22	/	-3	-2	6
Cc1cc(=O)oc2c1ccc1oc(/C(=N/O)c3ccccc3)c(C)c12	-5	5	-1	-1	-6	5	-6	-1	1
Cc1ccccc1N1CCN(C(=O)C2CCCCC2)CC1	-4	-6	-2	-1	10[fluorescence artefact?]	2	-4	-1	5
CCN(CC(=O)NCc1ccc(Cl)cc1)S(=O)(=O)c1ccc(NC(C)=O)cc1	-3	-5	0	-2	2	1	-2	-5	4
O=C(NCc1cccnc1)C1CCN(C(=O)c2ccc(Cl)cc2Cl)CC1	7	5	4	-1	9	6	4	2	6
CC(C)N(C(=O)c1ccccc1-c1ccccc1)C(C)C	-12	-23	6	1	-14	-6	-22	-1	8
